Screening data: PubChem, Broad Institute
C2C12 statin = suppressors of simvastatin-induced myotoxicity in C2C12 myotubes. ATP luminescence, 48 h; scaled: DMSO 0, geranylgeraniol control 100. rescue of ATP level, % at 7.49 µM. actives 0.78% (n = 330,000). AID 602340;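 active = mean ATP rescue above about 67%, or every replicate alone reaching that limit, limit read from the data, passing the limit was not always enough; inconclusive = no clear call, values can overlap the other calls; inactive = mean under the limit and some replicate under it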;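 note: myotubes were challenged with 10 µM simvastatin during compound exposure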
SIRT5 inh = blocks human SIRT5 desuccinylation of peptide; AID 652115; Q9NXA8; Purified SirT5, succinyl-peptide AMC, trypsin-coupled fluorescence; inhibition, % at 15 µM; actives 1.1% (n = 330,000); in the data active = inhibition above about 15%; inconclusive = no clear call, values can overlap the other calls
Target sequence (Q9NXA8 whole entry, looked up): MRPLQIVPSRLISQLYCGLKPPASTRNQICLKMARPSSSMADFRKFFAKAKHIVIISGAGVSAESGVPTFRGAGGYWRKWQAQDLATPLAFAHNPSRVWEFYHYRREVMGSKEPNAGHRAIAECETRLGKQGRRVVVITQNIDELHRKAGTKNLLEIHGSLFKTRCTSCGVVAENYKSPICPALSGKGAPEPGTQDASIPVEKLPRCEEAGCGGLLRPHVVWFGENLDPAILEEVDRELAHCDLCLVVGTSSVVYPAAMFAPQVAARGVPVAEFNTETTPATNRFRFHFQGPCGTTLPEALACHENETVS
ERp5 inh = ERp5 (human) disulfide isomerase inhibition. Q15084. ERp5 insulin aggregation, absorbance 650 nm, 90 min. inhibition, % at 9.99 µM. actives 0.05% (n = 350,000). AID 651711;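 active = mean replicate inhibition above about 25%, with every replicate also reaching it, limit read from the data, passing the limit was not always enough; inconclusive = only one of those two criteria met; inactive = neither criterion met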
Target sequence (Q15084 whole entry, looked up): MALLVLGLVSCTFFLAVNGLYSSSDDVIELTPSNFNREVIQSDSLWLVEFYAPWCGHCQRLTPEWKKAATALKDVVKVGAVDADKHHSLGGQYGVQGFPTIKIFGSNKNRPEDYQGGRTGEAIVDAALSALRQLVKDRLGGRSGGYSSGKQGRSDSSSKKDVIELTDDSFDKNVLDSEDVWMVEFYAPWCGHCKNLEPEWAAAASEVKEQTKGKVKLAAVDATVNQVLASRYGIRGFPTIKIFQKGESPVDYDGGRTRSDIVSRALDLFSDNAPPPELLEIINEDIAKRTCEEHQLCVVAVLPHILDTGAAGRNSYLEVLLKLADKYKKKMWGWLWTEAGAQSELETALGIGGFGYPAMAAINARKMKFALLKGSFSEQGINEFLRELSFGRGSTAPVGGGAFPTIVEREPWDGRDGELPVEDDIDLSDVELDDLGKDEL
esBAF inh = blocks esBAF chromatin remodeling in mouse ES cells; Bmi1-luciferase knock-in reporter, 24 h; 100% = twice the neutral-well signal; reporter increase, % at 12.5 µM; actives 2% (n = 350,000); in the data active = activation above about 40%; inconclusive = no clear call, values can overlap the other calls;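 note: 0% = median of the plate's neutral control wells and 100% = double that signal; a rise in the Bmi1 reporter signal indicates esBAF inhibition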
ARNT TACC3 PPI = ARNT/TACC3 interaction disruption | Q9Y6A5 | AID 623870 | inhibition, % at 9.99 µM | actives 0.66% (n = 390,000) | AlphaScreen His-ARNT PAS-B/GST-TACC3 binding, luminescence; TACC3 fragment carries E629A point mutation;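 active = mean inhibition of replicates at least 50% and at least half of replicates each reaching 50%; inconclusive = half or more replicates reach 50% but mean below 50%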;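 note: 0% = complete ARNT plus TACC3 wells and 100% = ARNT alone without TACC3; many hits fall short of the cut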
Cneo AK release = Cryptococcus neoformans lysis via adenylate kinase release; C. neoformans lysis, adenylate kinase release luminescence, 4 h; normalised: neutral wells 0, clomiphene wells 100; lysis activity, % at 15 µM; actives 0.2% (n = 360,000);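 active = mean lysis activity across replicates of at least 80%, whatever share of replicates individually reach that level; inactive = mean lysis activity below 80%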
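Schedule: static 4 h at 37 °C with compound, 1 h detection; system: C. neoformans cells; benchmarks: Clomiphene as positive control; buffer or medium: fresh YPD medium; measure: luminescence rise reflecting yeast cell lysis; measured by: luminescent adenylate kinase detection reagent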
miR122 inh = inhibitors of miR-122 in Huh7 cells. Huh7 miR-122 Renilla luciferase sensor, 48 h; neutral wells = 0, positive control = 100. AID 602342. activation (reporter increase), % at 12.5 µM. actives 0.3% (n = 340,000);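 active = mean replicate activation score at least 90 and every replicate individually at or above 90; inconclusive = only one of the two criteria met; inactive = neither criterion met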;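 note: higher luciferase means less miR-122 activity so hits act as miR-122 inhibitors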
* marks the source's active call; other numbers are inactive results; u = inconclusive; x = not tested or not shown; [ ] = another dose, or the depositor's remark.

#1 COc1ccc(CC(N)c2csc(NC(=O)Nc3cccc(C(F)(F)F)c3)n2)cc1 (stereo not drawn)
#2 COc1ccc(CCN(C)C(=O)CN2C(=O)NC3(CCCc4ccccc43)C2=O)cc1OC (stereo not drawn)
#3 C[C@H](CO)N1C[C@H](C)[C@@H](CN(C)Cc2ccncc2)Oc2ccc(NC(=O)C3CCCCC3)cc2C1=O
#4 Cn1c(=O)n(C)c2cc(N3CCCCC3)c(NC(=O)c3cccc(Cl)c3)cc21
#5 Cc1ccc(C(C)(C)C)cc1S(=O)(=O)N1CCC(C(=O)N2CCN(c3ccc(O)cc3)CC2)CC1
#6 Cc1ccoc1C(=O)Nc1ccc(CC(=O)O)cc1
Compound,1,2,3,4,5,6
C2C12 statin,-2,-2,-6,19,-4,3
SIRT5 inh,4,3,1,-2,-2,2
ERp5 inh,-2,4,-1,-5,-1,-6
esBAF inh,-2,0,1,-5,-1,-60
ARNT TACC3 PPI,x,-22,25,-3,3,-10
Cneo AK release,0,0,2,1,1,x
miR122 inh,-23,x,-9[16.7 µM],x,-10,15

One compound at a time (already shown):
Cc1ccoc1C(=O)Nc1ccc(CC(=O)O)cc1 is listed with C2C12 statin: 3; SIRT5 inh: 2; ERp5 inh: -6; esBAF inh: -60; ARNT TACC3 PPI: -10; Cneo AK release: x; miR122 inh: 15
COc1ccc(CCN(C)C(=O)CN2C(=O)NC3(CCCc4ccccc43)C2=O)cc1OC (stereo not drawn) is listed with C2C12 statin: -2; SIRT5 inh: 3; ERp5 inh: 4; esBAF inh: 0; ARNT TACC3 PPI: -22; Cneo AK release: 0; miR122 inh: x

New compounds follow
#7 O=C(Nc1cc(Cl)ccc1Oc1ccccc1)c1cnccn1
#8 C[C@H](CO)N1C[C@H](C)[C@@H](CN(C)Cc2ccccc2)OCc2cn(nn2)CCCC1=O
#9 CCOC(=O)C1=C(C)Nc2nc3ccccc3n2C1c1ccc(O)cc1 (stereo not drawn)
#10 O=C1OCCN1C(=O)[C@H]1[C@H](c2ccccc2)C(c2ccccc2)=NN1c1ccccc1
#11 CO[C@@H]1CN(C)C(=O)c2cc(NC(=O)C3CC3)ccc2OC[C@@H](C)N(CCc2ccccc2)C[C@@H]1C
#12 O=C(Nc1ccc(S(=O)(=O)NC2=NCCCCC2)cc1)c1ccc(Cl)cc1Cl
Compound,7,8,9,10,11,12
C2C12 statin,x,4,x,0,0,-15
SIRT5 inh,x,-1,-2,-2,x,-2
ERp5 inh,x,0,6,-3,x,1
esBAF inh,-4,5,x,1,0,6
ARNT TACC3 PPI,-11,-5,-1,-7,0,x
Cneo AK release,0,28,-2,0,-1,0
miR122 inh,2,-4[16.7 µM],x,0,2[16.7 µM],1

#13 CCC(=O)NC[C@H]1[C@H](c2ccccc2)[C@@H](CO)N1C(=O)C1CC1
#14 Cc1ccc(NC(=O)c2c(C(F)(F)F)nn(C)c2Cl)cc1C
#15 COc1ccc(S(=O)(=O)Nc2cccc3c2O[C@H](CN(C)C(=O)NC(C)C)[C@H](C)CN([C@H](C)CO)C3=O)cc1
#16 Cc1ccc2c(c1)CCCN2C(=O)c1cc(C)c(C)s1
#17 CCCCCCCCC(=O)Nc1cc(C)ccc1OC
#18 O=C(CSCc1ccc([N+](=O)[O-])cc1)Nc1ccccc1C(=O)O
Compound,13,14,15,16,17,18
C2C12 statin,9,1,x,4,-3,-1
SIRT5 inh,0,x,0,6,x,-2
ERp5 inh,1,x,-15,5,x,-5
esBAF inh,2,9,-5,2,6,16
ARNT TACC3 PPI,5,-19,19,-3,-12,-4
Cneo AK release,1,-3,0,1,14,0
miR122 inh,-24[16.7 µM],-2,1[16.7 µM],2,3,-4

#19 CC[n+]1c(C)cc2c(sc3ccccc32)c1C
#20 COC(=O)/C=C1/SC(=Nc2ccc(Cl)c(Cl)c2)NC1=O
#21 Cc1noc(C)c1NC(=O)Nc1ccc2c(c1)CC(=O)N([C@H](C)CO)C[C@@H](C)[C@H](CN(C)Cc1ccc(-c3ccccc3)cc1)O2
#22 CC(C)n1c(=O)c2c(O)cc(=O)oc2c2ccccc21
#23 CCN(c1cccc(C)c1)S(=O)(=O)c1cccc2nsnc12
#24 O=C(CSc1nnc2ccc(-c3ccccn3)nn12)Nc1ccccc1
Compound,19,20,21,22,23,24
C2C12 statin,x,x,-31,5,23,2
SIRT5 inh,-1,-1,9,x,x,0
ERp5 inh,-1,-4,-3,x,x,11
esBAF inh,x,x,-2,-11,3,5
ARNT TACC3 PPI,-8,x,x,-9,9,7
Cneo AK release,x,1,x,0,-4,7
miR122 inh,x,1,-3[16.7 µM],21,x,-4

#25 CCNC(=O)CC1C(=O)N(c2ccc(OC)cc2)C(=O)N1CCOC (stereo not drawn)
#26 COc1nnc(-c2ccc(C)c(S(=O)(=O)NC(C)C)c2)c2ccccc12
#27 COCCN1C(=O)N[C@@H](c2cccc(C(F)(F)F)c2)[C@H](C(C)=O)[C@H]1C
#28 CC12COC3(C(=O)Nc4ccc(Cl)cn4)CC1CCC32C (stereo not drawn)
#29 COc1ccccc1N1CCN(C(C)C(=O)N2CC(C)OC(C)C2)CC1 (stereo not drawn)
#30 CCOC(=O)c1c(NC(=O)Cn2nc([N+](=O)[O-])c(Br)c2C)sc2c1CCC(C)C2 (stereo not drawn)
Compound,25,26,27,28,29,30
C2C12 statin,5,-6,-4,-16,9,4
SIRT5 inh,-3,5,x,x,20*,x
ERp5 inh,4,1,x,x,-5,x
esBAF inh,3,7,-6,-5,-9,-2
ARNT TACC3 PPI,7,25,-4,-7,-4,-1
Cneo AK release,1,0,0,x,1,-2
miR122 inh,3,35,-1,-11,1,-9

#31 O=C(NCc1ccc2c(c1)OCO2)C1CC(=O)N(CCc2ccccc2)C1 (stereo not drawn)
#32 O=C(O)CN1CCN(CC(=O)O)CCN(CC(=O)O)CCN(CC(=O)O)CC1
#33 N#Cc1cc(N)ccc1Sc1ccccc1
#34 COC(=O)c1ccn(CSc2c(F)c(F)cc(F)c2F)n1
#35 CC(=O)Nc1cccc(-c2ccnc3c2CC(C(=O)Nc2ccc4c(c2)OCO4)O3)c1 (stereo not drawn)
#36 COc1ccc(S(=O)(=O)N2CCc3ccccc32)cc1C(=O)N1CCC(C)CC1
Compound,31,32,33,34,35,36
C2C12 statin,20,-3,1,-2,-33,x
SIRT5 inh,-3,0,x,-1,0,-5
ERp5 inh,-1,1,x,0,-1,-9
esBAF inh,-5,0,7,-6,-8,x
ARNT TACC3 PPI,-1,60*,-2,11,x,-8
Cneo AK release,4,-3,-1,1,1,x
miR122 inh,-7,0,-3,1,-3,x

#37 COc1ccc(N2CC(C(=O)N3CCOCC3)CC2=O)cc1 (stereo not drawn)
#38 O=C(Nc1cccc(Cl)c1)OCc1cn(-c2ccccc2)nn1
#39 COCCNC(=O)Cn1cnc2c1c(=O)n(C)c(=O)n2C
#40 Cc1ccc2cc(C(c3nnnn3C3CCCC3)N3CCOCC3)c(=O)[nH]c2c1C (stereo not drawn)
#41 CC(C)c1ccc(NC(=O)CN2C(=O)NC(C)(C3CC3)C2=O)cc1 (stereo not drawn)
#42 COc1ccc(NC(=S)N2CCN(Cc3cccc(F)c3)CC2)c(OC)c1
Compound,37,38,39,40,41,42
C2C12 statin,5,5,1,2,0,x
SIRT5 inh,2,-7,x,-8,-7,-3
ERp5 inh,3,-2,x,-11,6,-1
esBAF inh,-5,4,0,-5,3,x
ARNT TACC3 PPI,-3,-3,1,1,2,6
Cneo AK release,-2,1,0,x,-1,-1
miR122 inh,-5,-1,-8,-2,2,x

#43 O=C1CCC/C=C\C[C@H](CC(=O)N(CCO)Cc2ccccc2)C(=O)N2CCC[C@@H]2CO1
#44 Cc1ccc(C(=O)Nc2c(C#N)c(C)c(C)n2Cc2ccccc2)cc1
#45 O=C(c1ccc(C(F)(F)F)cc1)N(CCCn1ccnc1)C(c1ccccn1)c1nc2ccccc2[nH]1 (stereo not drawn)
#46 CCCn1c(C)cc(C(=O)COC(=O)c2ccc(Cl)c(S(=O)(=O)N3CCCC3)c2)c1C
#47 COCCCNC(=O)C(=O)Nc1cc2c3c(c1)CCC(=O)N3CCC2
#48 CCn1c(SCC(=O)Nc2nncs2)nnc1C(C)NC(=O)c1ccccc1Br (stereo not drawn)
Compound,43,44,45,46,47,48
C2C12 statin,-6,-3,10,19,12,10
SIRT5 inh,-3,x,-12,x,-3,3
ERp5 inh,-2,x,4,x,-7,2
esBAF inh,-4,1,21,11,-2,-5
ARNT TACC3 PPI,-4,8,x,10,3,-7
Cneo AK release,1,2,-2,-4,1,2
miR122 inh,-1,1,4,3,1,-7

Individual results from above:
entry 45 @ miR122 inh: 4
entry 43 @ ERp5 inh: -2
entry 44 @ C2C12 statin: -3

SIRT5 inh, hit marks shown above
| No. | SMILES | SIRT5 inh | ERp5 inh | esBAF inh | ARNT TACC3 PPI | miR122 inh |
| --- | --- | --- | --- | --- | --- | --- |
| 29 | COc1ccccc1N1CCN(C(C)C(=O)N2CC(C)OC(C)C2)CC1 (stereo not drawn) | 20* | -5 | -9 | -4 | 1 |

Next section:
#49 COc1ccc(C(O)c2nc(-c3ccccc3)cs2)cc1 (stereo not drawn)
#50 Cc1sc(-c2c(C#N)c(N)nc3c2CCCCCC3)cc1[N+](=O)[O-]
#51 CSc1c(C#N)sc(=S)n1-c1ccc(C)cc1
#52 CC(=O)Nc1ccc(N/C=C/C(=O)c2ccccc2)cc1
#53 O=c1c2ccccc2oc2cc(OCc3cccc(F)c3)cc(O)c12
#54 O=C(NC(Cc1c[nH]c2ccccc12)C(=O)O)c1ccccc1 (stereo not drawn)
Compound,49,50,51,52,53,54
C2C12 statin,19,7,-1,-3,-3,2
SIRT5 inh,0,-1,-2,3,-4,x
ERp5 inh,3,4,-2,2,2,x
esBAF inh,9,6,-4,37,1,5
ARNT TACC3 PPI,x,-8,4,1,-1,-10
Cneo AK release,1,1,-4,8,-1,-1
miR122 inh,0,-12,-1,-3,-3,0

#55 c1ccc2[nH]c(NN=C3CCCCCC3)nc2c1
#56 Cc1noc(C)c1NC(=O)N(C)C[C@@H]1Oc2ccc(NS(=O)(=O)c3ccc(F)cc3)cc2CC(=O)N([C@H](C)CO)C[C@H]1C
#57 O=C(OCc1ccccc1)N1CCCC1/C=C/CN1CCOCC1 (stereo not drawn)
#58 COC(=O)[C@]1(Cc2ccccc2)N[C@H](c2ccc(-c3ccc(F)cc3)cc2)[C@@H]2C(=O)N(C)C(=O)[C@@H]21
#59 Cn1c(Cl)cnc1C(O)c1ccccc1 (stereo not drawn)
Compound,55,56,57,58,59
C2C12 statin,x,-17,1,1,-5
SIRT5 inh,-1,-1,-1,-4,1
ERp5 inh,2,-1,6,1,u
esBAF inh,x,1,-2,6,-11
ARNT TACC3 PPI,37,-2,-3,-6,-1
Cneo AK release,x,-4,x,0,0
miR122 inh,x,1[16.7 µM],-3,-11,x
